Tau ThT inhib – blocks human tau fibril formation measured by thioflavin T. P10636. recombinant tau K18 P301L, heparin-induced fibrillization, ThT fluorescence. Potency, µM (titrated, usually from 57.4 µM), for inactives: at the top dose activity, negative = inhibition, actives largely listed as inhibitors. hit rate 2.1% among 270,000; further: nearly all actives have a fitted effect of over 55% in size
Target sequence (P10636 561-689 P618L limits assumed): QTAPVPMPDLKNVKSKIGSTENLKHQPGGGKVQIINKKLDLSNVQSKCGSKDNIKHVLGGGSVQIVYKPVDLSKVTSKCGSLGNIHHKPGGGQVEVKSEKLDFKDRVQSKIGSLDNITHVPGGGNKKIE
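Tau K18 P301L fragment (15 uM unlabeled plus 0.24 uM Alexa 594-labeled) in 100 mM sodium acetate pH 7 with compound, fibrillization induced by 20 uM heparin for 6 hr at 37 C. Thioflavin T (30 uM) added, fluorescence read after 1 hr (ex 450, em 510 nm).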
RECQ1 inh – RECQ1 (human) helicase inhibition; RECQ1 DNA unwinding, red fluorescence kinetic read; AID 2549; hit rate 0.54% among 240,000; Potency, µM (titrated, usually from 57.3 µM), for inactives: at the highest dose activity, negative = inhibition, hits mostly inhibitors; P46063;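 further: plate controls were vehicle for no effect and no enzyme for full effect; nearly all actives have a fitted effect of over 30% in size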
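50 nM RECQ1T1 preincubated 15 min with compound in Tris pH 8.0 buffer with MgCl2, DTT, Tween-20 and 2.5 ug/ml poly(dI-dC); started with 200 nM TAMRA/BHQ-2 forked duplex and 2 mM ATP. Unwinding read as fluorescence (525/598 nm), two reads 2 h apart.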
TRb SRC2 PPI – TRbeta-SRC2 interaction inhibition | AID 1469 | Potency, µM (highest dose often 106 µM), for the others: at the top dose activity change, negative = inhibition, usual class: inhibitors | hit rate 0.065% among 280,000 | TRbeta-SRC2 peptide binding, fluorescence polarization; receptor liganded with 1 µM T3 | P10828;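 further: plate controls were bound peptide for no effect and peptide without receptor for full effect; nearly all actives have a fitted effect of over 50% in size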
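Decrease in fluorescence polarization of 20 nM Texas Red SRC2 coactivator peptide flagged inhibition of its binding to 0.6 uM TRb LBD; 1 uM T3 included, incubation 5 hr, ex 555/em 632 nm.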
L3MBTL1 block – blocks human L3MBTL1; Q9Y468; AlphaScreen L3MBTL1–H3K9me1 peptide binding; Potency, µM (doses to about 57.1 µM), for the others: top-dose activity, negative = inhibition, most hits filed as inhibitors; hit rate 0.66% among 230,000; AID 485360; further: nearly all actives have a fitted effect of over 60% in size
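L3MBTL1 50 nM + b-AHA-H3(1-15)K9me1 75 nM, 30 min RT; compound added, 30 min RT; streptavidin donor/Ni-chelate acceptor beads 10 ug/mL each final, 30 min RT dark; AlphaScreen read.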
TR SRC2 fluor cs – counter-screen for TRb-SRC2 inhibitors: fluorescence interference; TRb/SRC2 Texas Red total fluorescence interference; Potency, µM (series often up to 106 µM), for the others: at the top dose fluorescence change, negative = quenching; hit rate 0.29% among 280,000; active means well fitted curve in either direction with a large enough effect; inconclusive means small, poorly fitted or top-dose-only effect
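Flags fluorescent or light-absorbing compounds by total fluorescence, S + 2P, at 555 nm excitation and 632 nm emission. Mixture: 20 nM Texas Red SRC2 peptide, 0.6 uM human TRb LBD, 1 uM T3, 5% DMSO; compound exposure 5 h at ambient temperature.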
Tau FP inhib – tau fibrillization inhibition (FP). hit rate 0.39% among 280,000. Potency, µM (titrated, usually from 57.7 µM), without a hit: top-dose activity, negative = inhibition, usual class: inhibitors. P10636. K18 P301L tau heparin fibrillization, Alexa594 FP, 6 h; further: nearly all actives have a fitted effect of over 55% in size
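Heparin (20 uM) drove fibril formation of recombinant tau K18 P301L, 15 uM unlabeled with 0.24 uM Alexa 594 label, for 6 hr at 37 C in 100 mM sodium acetate pH 7. Fluorescence polarization (555/632 nm) read 1 hr after 30 uM ThT.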
RGS12 GoLoco inh – RGS12 GoLoco-Gai1 interaction inhibition; Gai1:RGS12 GoLoco peptide FP, rhodamine, 10 min; Potency, µM (titrated, usually from 61.6 µM), inactives show top-dose activity, negative = inhibition, most hits filed as inhibitors; hit rate 0.44% among 230,000; active means well fitted inhibition curve with a large enough effect, not every such curve was filed as active; inactive means no such curve, though single readings can be large or run the other way; further: nearly all actives have a fitted effect of over 30% in size; many of its hits are not listed in these tables
Target sequence (P63096 whole entry, looked up): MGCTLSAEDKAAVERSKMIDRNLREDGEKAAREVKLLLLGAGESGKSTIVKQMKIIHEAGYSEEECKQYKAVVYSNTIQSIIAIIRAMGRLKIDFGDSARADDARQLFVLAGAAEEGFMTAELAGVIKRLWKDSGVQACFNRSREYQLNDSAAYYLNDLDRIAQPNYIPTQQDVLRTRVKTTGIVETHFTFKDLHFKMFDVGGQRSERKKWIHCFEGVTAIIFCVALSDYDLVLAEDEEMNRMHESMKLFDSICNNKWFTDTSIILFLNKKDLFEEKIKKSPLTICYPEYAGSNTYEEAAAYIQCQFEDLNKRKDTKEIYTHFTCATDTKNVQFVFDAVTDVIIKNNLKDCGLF
JMJD2E inh – inhibitors of human JMJD2E histone demethylase. JMJD2E catalytic domain, FDH-coupled NADH fluorescence (FDH is formaldehyde dehydrogenase). B2RXH2. Potency, µM (titrated, usually from 57.1 µM), for the others: at the highest dose activity change, negative = inhibition, usual class: inhibitors. hit rate 1.6% among 230,000; active means well fitted inhibition curve with a large enough effect, not every such curve was filed as active; inconclusive means small, poorly fitted or top-dose-only effect, or another doubt; inactive means no such curve, though single readings can be large or run the other way;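 further: 0% = wells with enzyme and -100% = buffer wells without enzyme; nearly all actives have a fitted effect of over 50% in size; many of its hits are not listed in these tables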
Target sequence (B2RXH2 1-337 limits assumed): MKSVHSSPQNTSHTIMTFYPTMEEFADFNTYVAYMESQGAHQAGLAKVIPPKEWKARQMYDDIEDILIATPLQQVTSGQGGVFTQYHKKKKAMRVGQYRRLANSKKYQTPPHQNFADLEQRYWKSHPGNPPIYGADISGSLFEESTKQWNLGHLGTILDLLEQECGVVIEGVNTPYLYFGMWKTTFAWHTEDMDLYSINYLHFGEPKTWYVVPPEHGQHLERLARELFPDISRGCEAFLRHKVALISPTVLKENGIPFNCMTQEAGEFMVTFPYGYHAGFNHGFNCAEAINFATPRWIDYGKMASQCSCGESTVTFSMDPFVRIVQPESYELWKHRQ
The depositor's hits bear a star; [ ] = another dose, or the depositor's remark. Unless noted, the call rests on the fitted dose curve; in most records, active means well fitted curve in the direction sought with a large enough effect; inconclusive means small, poorly fitted or top-dose-only effect, or another doubt; inactive means no such curve, though single readings can be large; an effect the other way counts as inactive or inconclusive. Unless noted, on the % scale 0 is the no-effect control and ±100 the full control effect; potency means the concentration at half of the fitted maximal effect. A portion of the library, so the mix of outcomes need not match the whole.

Screening CC1C2C(c3ccccc3)N(C)C(=O)N(C)C2N(C)C(=O)N1C (centres undefined) returned Tau ThT inhib -4%, RECQ1 inh -11%, TRb SRC2 PPI 7%, L3MBTL1 block 9%, TR SRC2 fluor cs 1%, Tau FP inhib 0%, RGS12 GoLoco inh 9% and JMJD2E inh -1%.
For O=C(O)CCC(=O)Nc1cccc(C(=O)Nc2cccc(Cl)c2)c1 the results were Tau ThT inhib -11%, RECQ1 inh inactive, TRb SRC2 PPI -6%, L3MBTL1 block -3%, TR SRC2 fluor cs 2%, Tau FP inhib 0%, RGS12 GoLoco inh 17% and JMJD2E inh 2%.
CN(CC(=O)Nc1ccccc1Cl)CC(=O)Nc1ccccc1[N+](=O)[O-] was read as Tau ThT inhib 2%, RECQ1 inh inactive, TRb SRC2 PPI -2%, L3MBTL1 block -11%, TR SRC2 fluor cs -3%, Tau FP inhib -9%, RGS12 GoLoco inh -9% and JMJD2E inh -16%.
Screening CC(C)N(C(=O)C[n+]1ccsc1N)c1ccccc1 returned Tau ThT inhib -6%, RECQ1 inh -17%, TRb SRC2 PPI 0%, TR SRC2 fluor cs -1%, Tau FP inhib -1%, RGS12 GoLoco inh 2% and JMJD2E inh -1%.
For CCN(CC)c1ccc(NC(=O)c2cccc(F)c2)c(C)c1 the results were Tau ThT inhib -13%, RECQ1 inh -10%, TRb SRC2 PPI 3%, L3MBTL1 block -11%, TR SRC2 fluor cs 1%, Tau FP inhib 4%, RGS12 GoLoco inh -28% and JMJD2E inh 8%.
NS(=O)(=O)c1ccc(CNC(=O)CCSCCC(=O)NCc2ccc(S(N)(=O)=O)cc2)cc1 was read as Tau ThT inhib -15%, RECQ1 inh inactive, TRb SRC2 PPI -2%[53 µM], L3MBTL1 block 14%, TR SRC2 fluor cs -3%[53 µM], Tau FP inhib inconclusive, RGS12 GoLoco inh 7% and JMJD2E inh 7%.
For CC1CC2=C(C(=O)O1)C(C)Nc1ccccc1N2 (centres undefined) the results were Tau ThT inhib 2%, RECQ1 inh inactive, TRb SRC2 PPI 1%, L3MBTL1 block 14%, TR SRC2 fluor cs -1%, Tau FP inhib 4%, RGS12 GoLoco inh 9% and JMJD2E inh 6%.
CCCCCC[C@@H](O)C/C=C\CCCCCCCC(=O)O was read as Tau ThT inhib -1%, RECQ1 inh -8%, TRb SRC2 PPI 2%, TR SRC2 fluor cs -1%, Tau FP inhib 3%, RGS12 GoLoco inh 4% and JMJD2E inh -8%.
For CCN(C(=O)COc1ccccc1)C1CCCCC1 the results were Tau ThT inhib -6%, RECQ1 inh inactive, TRb SRC2 PPI -1%, L3MBTL1 block -8%, TR SRC2 fluor cs 1%, Tau FP inhib 0%, RGS12 GoLoco inh 8% and JMJD2E inh -5%.
Screening Cc1ccc(Cn2nnnc2CN2CCC(c3nc4ccc(Cl)cc4[nH]3)CC2)cc1 returned Tau ThT inhib -1%, RECQ1 inh inactive, TRb SRC2 PPI -6%, L3MBTL1 block -2%, TR SRC2 fluor cs -3%, Tau FP inhib 6%, RGS12 GoLoco inh 1% and JMJD2E inh 4%.
`O=C(CSCc1cccs1)N1CCCC1` gave Tau ThT inhib 5%, RECQ1 inh -15%, TRb SRC2 PPI 5%, L3MBTL1 block -1%[11.4 µM], TR SRC2 fluor cs -1%, Tau FP inhib -7%, RGS12 GoLoco inh 1% and JMJD2E inh -1%.
`Cc1ccc(-c2c(C(=O)N3CCN(c4cccc(C)c4)C(C)C3)oc(=O)c3ccccc23)cc1` (centres undefined) gave Tau ThT inhib -7%, TRb SRC2 PPI 0%, TR SRC2 fluor cs -1% and Tau FP inhib -11%.
Screening CC(=O)c1cnc2c(-c3ccc(Cl)cc3)c(C)nn2c1C returned Tau ThT inhib -5%, RECQ1 inh 7%, TRb SRC2 PPI -24%, L3MBTL1 block -9%, TR SRC2 fluor cs 0%, Tau FP inhib 4%, RGS12 GoLoco inh -9% and JMJD2E inh -3%.
`CCN(CC)C(=O)CSc1nc2cc3c(cc2c(=O)n1Cc1ccc(OC)cc1)OCO3` gave Tau ThT inhib 10%, RECQ1 inh -3%, TRb SRC2 PPI 11%, TR SRC2 fluor cs -1%, Tau FP inhib 6%, RGS12 GoLoco inh -2% and JMJD2E inh -5%.
Screening COc1ccc(NC(=O)c2ccc(-n3cncn3)c([N+](=O)[O-])c2)cc1 returned Tau ThT inhib inconclusive, RECQ1 inh inactive, TRb SRC2 PPI 4%, L3MBTL1 block -1%, TR SRC2 fluor cs 1%, Tau FP inhib -4%, RGS12 GoLoco inh 4% and JMJD2E inh -1%.
For Cc1cccc(C(=O)N2CCc3cc(CNC(=O)COc4ccc(Cl)cc4)ccc32)c1 the results were Tau ThT inhib 0%, TRb SRC2 PPI -10%, TR SRC2 fluor cs -1% and Tau FP inhib -4%.
`C=CCn1cnc2c(c1=O)c1nc3ccccc3nc1n2/N=C/c1cccc(OC)c1` gave Tau ThT inhib -15%, RECQ1 inh inactive, TRb SRC2 PPI -16%, TR SRC2 fluor cs -8%, Tau FP inhib -12%, RGS12 GoLoco inh 12% and JMJD2E inh inconclusive.
Screening O=C(O)CSc1nnc(-c2cccc(S(=O)(=O)N3CCOCC3)c2)n1-c1cccc(Cl)c1 returned Tau ThT inhib -7%, RECQ1 inh inactive, TRb SRC2 PPI 0%, TR SRC2 fluor cs -3%, Tau FP inhib 7%, RGS12 GoLoco inh 12% and JMJD2E inh -3%.
For Cc1ccccc1N=C(NOCc1ccc(Cl)cc1Cl)c1nonc1N the results were Tau ThT inhib -16%, RECQ1 inh -14%, TRb SRC2 PPI 0%, TR SRC2 fluor cs -4%, Tau FP inhib inconclusive, RGS12 GoLoco inh 15% and JMJD2E inh -7%.
Screening O=C(CC1C(=O)N(Cc2ccccc2)C(=S)N1CCN1CCOCC1)Nc1ccc(F)cc1 (centres undefined) returned Tau ThT inhib 5%, RECQ1 inh inactive, TRb SRC2 PPI 3%, L3MBTL1 block -1%, TR SRC2 fluor cs -2%, Tau FP inhib inconclusive, RGS12 GoLoco inh -3% and JMJD2E inh -7%.

Brought forward from above: two compounds; new compounds follow.
For Cc1ccccc1N=C(NOCc1ccc(Cl)cc1Cl)c1nonc1N the results were Tau ThT inhib -16%, RECQ1 inh -14%, TRb SRC2 PPI 0%, TR SRC2 fluor cs -4%, Tau FP inhib inconclusive, RGS12 GoLoco inh 15% and JMJD2E inh -7%.
Screening O=C(CC1C(=O)N(Cc2ccccc2)C(=S)N1CCN1CCOCC1)Nc1ccc(F)cc1 (centres undefined) returned Tau ThT inhib 5%, RECQ1 inh inactive, TRb SRC2 PPI 3%, L3MBTL1 block -1%, TR SRC2 fluor cs -2%, Tau FP inhib inconclusive, RGS12 GoLoco inh -3% and JMJD2E inh -7%.
Screening O=C(O)c1ccc(N2CCOCC2)c(N2C(=O)C3C4C=CC(C4)C3C2=O)c1 (centres undefined) returned Tau ThT inhib 0%, RECQ1 inh 5%, TRb SRC2 PPI -5%, L3MBTL1 block 2%, TR SRC2 fluor cs -1%, Tau FP inhib 4%, RGS12 GoLoco inh -5% and JMJD2E inh 6%.
COc1ccc(C)cc1NC(=O)NC(C)c1c(-n2cccc2)sc(C)c1C (centres undefined) was read as Tau ThT inhib -12%, TRb SRC2 PPI -3%, TR SRC2 fluor cs inconclusive and Tau FP inhib -1%.
Screening Cc1ccc2nc(NCc3ccccc3)c(C#N)cc2c1 returned RECQ1 inh -4%, TRb SRC2 PPI 0%, TR SRC2 fluor cs -2%, RGS12 GoLoco inh 6% and JMJD2E inh inconclusive.
For Cc1ccc(-n2nnnc2SCC(=O)NC(C(=O)O)(c2ccccc2)c2ccccc2)cc1C the results were Tau ThT inhib -8%, RECQ1 inh -2%, TRb SRC2 PPI 2%, TR SRC2 fluor cs -3%, Tau FP inhib -2%, RGS12 GoLoco inh -2% and JMJD2E inh -5%.
CC1(c2ccccc2)CC2CC(c3ccccc3)N1O2 (centres undefined) was read as Tau ThT inhib -15%, RECQ1 inh -7%, TRb SRC2 PPI 6%, TR SRC2 fluor cs 1%, Tau FP inhib -6%, RGS12 GoLoco inh -5% and JMJD2E inh 9%.
O=C(COC(=O)c1cccnc1Cl)NCCC1=CCCCC1 was read as Tau ThT inhib -8%, RECQ1 inh -4%, TRb SRC2 PPI -9%, L3MBTL1 block -4%[11.4 µM], TR SRC2 fluor cs 1%, Tau FP inhib -3%, RGS12 GoLoco inh 6% and JMJD2E inh -6%.
Screening COc1cc(OC)c(NC(=S)NCc2ccccc2)cc1Cl returned Tau ThT inhib inconclusive, RECQ1 inh 0%, TRb SRC2 PPI -5%, TR SRC2 fluor cs -6%, Tau FP inhib 11%, RGS12 GoLoco inh -7% and JMJD2E inh -5%.
Screening COC(=O)c1ccc(CSc2nc3c([nH]c4ccccc43)c(=O)n2-c2cccc(OC)c2)o1 returned Tau ThT inhib -13%, TRb SRC2 PPI 8%, TR SRC2 fluor cs 2% and Tau FP inhib -12%.
NC(=O)Cn1c(=O)n(CCCCCC(=O)NCc2ccccc2)c(=O)c2sccc21 was read as Tau ThT inhib 6%, TRb SRC2 PPI 4%, TR SRC2 fluor cs 5% and Tau FP inhib 2%.
`COC(=O)c1sccc1S(=O)(=O)N(CC(=O)NCc1ccc(C)cc1)c1ccc(C)c(C)c1` gave Tau ThT inhib 6%, TRb SRC2 PPI 0%, TR SRC2 fluor cs 2% and Tau FP inhib 2%.
Screening CC(Oc1ccc(F)cc1)C(=O)NN (centres undefined) returned Tau ThT inhib 2%, RECQ1 inh -12%, TRb SRC2 PPI 2%, L3MBTL1 block 1%, TR SRC2 fluor cs -4%, Tau FP inhib 0%, RGS12 GoLoco inh 8% and JMJD2E inh -2%.
`O=C1CN(C(=O)COc2ccccc2F)c2ccccc2N1` gave Tau ThT inhib -8%, RECQ1 inh inactive, TRb SRC2 PPI 4%, L3MBTL1 block 5%, TR SRC2 fluor cs -2%, Tau FP inhib 0%, RGS12 GoLoco inh -3% and JMJD2E inh 4%.
O=C(CN1CCCC1)N/N=C/c1ccc(-c2cccc(Cl)c2)o1 was read as Tau ThT inhib -15%, RECQ1 inh -13%, L3MBTL1 block -13%, Tau FP inhib 7%, RGS12 GoLoco inh 5% and JMJD2E inh inconclusive.
